Screening results: PubChem, several laboratories
Bim-Mcl-1 – disrupts Bim peptide binding to human Mcl-1 | inhibition, % at 10 µM | Bead-based flow cytometry, Bim peptide-Mcl-1 binding | 0.1% of 190,000 active | Q07820 | AID 1009; in the data active = inhibition above about 40%;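 also: 0% = no compound tracer wells and 100% = peptide blocker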
Pf gamet viab – inhibitors of late stage P. falciparum gametocyte viability; inhibition, % at 10.9 µM; P. falciparum stage V gametocytes, ATP luminescence, 24 h; AID 743093; 0.065% of 150,000 active;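 active = inhibition above the mean plus 3 SD of compounds within the control limits, set per campaign, cut at about 38% in these data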;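 also: 0% = DMSO wells and 100% = medium only without gametocytes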
RGS4-Gao reg – modulates binding of RGS4 to human Galphao. P09471. Multiplexed bead flow cytometry; actives lie on both sides. binding response (% of control), % at 10 µM. 0.33% of 220,000 active; in the data active = binding response below about 49% or above about 150%; inactive = in between;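 also: fluorescent Galphao activated with aluminum fluoride binding bead-coupled RGS4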
RGS7-Gao – modulates binding of RGS7 to human Galphao; AID 1439; binding response (% of control), % at 10 µM; 0.35% of 220,000 active; Multiplexed bead flow cytometry; actives lie on both sides; in the data active = binding response below about 49% or above about 150%; inconclusive = no clear call, values can overlap the other calls; inactive = in between;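 also: fluorescent Galphao held in activated GDP-AlF4 state binding bead-coupled RGS7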
ABCB1 inh – blocks JC-1 efflux by human ABCB1 transporter. AID 1326. CCRF-Adr cells, flow cytometry. P08183. inhibition, % at 6.6 µM. 0.067% of 190,000 active; in the data active = inhibition above about 40%;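 also: 0% = vehicle and 100% = reference inhibitor; higher value means more JC-1 retained so stronger ABCB1 efflux block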
Target sequence (P08183 whole entry, looked up): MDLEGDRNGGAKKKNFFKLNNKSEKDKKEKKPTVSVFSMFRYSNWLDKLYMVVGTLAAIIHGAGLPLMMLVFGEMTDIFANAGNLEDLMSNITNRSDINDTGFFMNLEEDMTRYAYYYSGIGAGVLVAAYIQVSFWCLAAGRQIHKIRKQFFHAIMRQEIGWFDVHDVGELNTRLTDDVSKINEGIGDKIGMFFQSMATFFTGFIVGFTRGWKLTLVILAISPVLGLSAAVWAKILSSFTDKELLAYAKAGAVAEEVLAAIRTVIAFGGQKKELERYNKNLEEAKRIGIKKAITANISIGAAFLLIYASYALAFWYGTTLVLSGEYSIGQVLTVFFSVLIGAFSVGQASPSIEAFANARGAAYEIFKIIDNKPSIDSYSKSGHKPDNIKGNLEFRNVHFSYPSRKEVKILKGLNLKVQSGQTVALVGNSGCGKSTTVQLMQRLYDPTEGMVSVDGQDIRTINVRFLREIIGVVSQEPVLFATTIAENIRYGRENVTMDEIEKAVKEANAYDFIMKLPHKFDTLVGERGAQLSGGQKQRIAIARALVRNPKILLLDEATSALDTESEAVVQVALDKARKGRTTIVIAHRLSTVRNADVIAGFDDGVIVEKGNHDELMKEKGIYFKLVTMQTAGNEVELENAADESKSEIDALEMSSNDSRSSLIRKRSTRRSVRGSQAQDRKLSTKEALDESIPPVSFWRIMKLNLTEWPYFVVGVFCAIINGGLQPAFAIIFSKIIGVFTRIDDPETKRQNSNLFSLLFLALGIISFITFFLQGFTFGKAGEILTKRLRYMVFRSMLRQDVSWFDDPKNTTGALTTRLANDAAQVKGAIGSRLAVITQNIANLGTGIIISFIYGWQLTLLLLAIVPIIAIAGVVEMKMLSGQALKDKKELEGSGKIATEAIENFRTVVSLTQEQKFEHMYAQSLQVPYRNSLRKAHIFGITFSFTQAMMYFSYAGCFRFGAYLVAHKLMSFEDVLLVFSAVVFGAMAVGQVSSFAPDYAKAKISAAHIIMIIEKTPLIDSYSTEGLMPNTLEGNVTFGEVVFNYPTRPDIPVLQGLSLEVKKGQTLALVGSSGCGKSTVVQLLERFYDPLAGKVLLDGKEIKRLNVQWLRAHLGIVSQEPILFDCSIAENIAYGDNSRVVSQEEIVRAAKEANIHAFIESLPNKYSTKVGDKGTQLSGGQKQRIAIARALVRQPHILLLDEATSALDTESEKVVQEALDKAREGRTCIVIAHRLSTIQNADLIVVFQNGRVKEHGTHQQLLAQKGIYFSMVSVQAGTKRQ
Mcl1 Noxa PPI – Mcl-1/Noxa interaction inhibition | Q07820 | TR-FRET Mcl-1/Noxa peptide binding, 2 h | inhibition, % at 21.7 µM | 1.5% of 220,000 active;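 active = compounds that cut the protein-peptide binding signal by more than 50% relative to plate controls in a single-dose test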;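 also: His-tagged Mcl-1 with rhodamine Noxa BH3 peptide and terbium anti-His antibody; 0% = Mcl-1 plus Noxa peptide wells and 100% = peptide-only wells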
RGS8-Gao – regulators of human RGS8-Galphao interaction. P09471. multiplexed bead flow cytometry, RGS8-Galphao binding; actives lie on both sides. response (percent of control binding), % at 10 µM. 0.34% of 220,000 active; in the data active = response below about 60% or above about 140%; inactive = in between;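 also: Galphao activated as the GDP aluminium fluoride complex binding bead-coupled RGS8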
ABCG2 inh – human ABCG2 inhibition, ABCB1 as counter-screen; Q9UNQ0; IgMXP3 cells, JC-1 efflux, flow cytometry; inhibition, % at 6.6 µM; 0.1% of 190,000 active; AID 1325;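 active = inhibition above 80%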;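 also: 0% = DMSO and 100% = nicardipine control wells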
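Measure – % inhibition of efflux relative to nicardipine and DMSO · Test system – ABCG2 IgMXP3 and barcoded ABCB1 CCRF-Adr cell mix · Control set – nicardipine as high control, DMSO as low control · Compound – one concentration, 6.6 µM final · Signal – flow cytometry of retained JC-1 fluorescence · Timing – 10 min exposure at 25 °C with rotation, no wash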
GSH fluor – GSH bead compound fluorescence profile. GSH beads flow cytometry, compound fluorescence 488/530 nm; active compounds read high. fluorescence (KMESF) at 10 µM. 0.25% of 190,000 active. AID 1776; in the data active = fluorescence above about 89;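 also: glutathione beads carrying GST-tagged Bcl family fusion proteins plus one bare bead set; values are compound well signal with DMSO vehicle wells as background; inactives centre near 16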
Avidin fluor – compound fluoresces at 488/530 nm on avidin beads; compound fluorescence 488/530 nm, flow cytometry; active compounds read high; fluorescence (KMESF) at 10 µM; 0.38% of 220,000 active; AID 1775; in the data active = fluorescence above about 47; also: inactives centre near 10
Mcl1 Bid PPI – disrupts binding of human Mcl-1 to Bid peptide; Q07820; TR-FRET Mcl-1/Bid-Dy647 peptide binding, 1536-well; inhibition, % at 21.7 µM; 0.97% of 220,000 active; AID 1021;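 active = compounds that cut the binding signal by more than half at the single screening dose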;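 also: His-tagged Mcl-1 with europium anti-His antibody binding Bid BH3 peptide; 0% = Mcl-1 plus peptide wells and 100% = peptide-only wells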
* hit, by the source's call; ? = inconclusive; . = no result given. This is a random part of the collection; 3.3% or so of the library scored in one or more.

SMILES	Bim-Mcl-1	Pf gamet viab	RGS4-Gao reg	RGS7-Gao	ABCB1 inh	Mcl1 Noxa PPI	RGS8-Gao	ABCG2 inh	GSH fluor	Avidin fluor	Mcl1 Bid PPI
CC1CCCN(Cc2nc3c(c(=O)n(C)c(=O)n3C)n2CC(=O)c2ccccc2)C1 (stereo not given)	-4	.	105	105	0.9	0	105	1	15	25	-12
Cc1ccc(N(CC(=O)NC2CCCCCC2)S(=O)(=O)c2c(C)nn(C)c2C)cc1	-1	2	97	98	0.2	-5	100	6	14	12	-38
COC(=O)c1ccc(CSc2nncn2C)cc1	-1	.	104	100	0.3	-5	104	2	10	23	-80
Cc1ccc2c(c1)c1c(n2CC(O)Cn2ccnc2C)C(=O)CCC1 (stereo not given)	3	.	101	101	0.2	-13	99	0	13	21	-8
COc1ccc(N2CCN(C3CC(=O)NC3=O)CC2)cc1 (stereo not given)	0	4	102	103	1.1	9	103	6	13	8	-39
CCC(C)Nc1nc2c(c(=O)n(C)c(=O)n2C)n1Cc1ccc(Cl)cc1 (stereo not given)	.	.	103	?	.	9	102	.	.	8	-49
Cc1ccc(S(=O)(=O)N2CCN(CC(=O)NC(=O)NCc3ccccc3)CC2)cc1C	-1	.	99	96	0.1	3	98	0	15	36	-32
FC(F)(F)c1ccc(N2CCN(c3cc(-c4ccccc4)nc4ncnn34)CC2)nc1	-1	.	105	100	0.6	-111	98	3	7	11	-13
CCOc1ccccc1N/C(=N/c1nc(C)cc(C)n1)NC(=O)Nc1ccc(Cl)c(Cl)c1	-2	.	99	98	0.2	9	100	3	16	18	7
CCN(CC)CCCN1C(=O)C(O)=C(C(=O)c2ccco2)C1c1ccc(OC(C)C)cc1 (stereo not given)	-2	13	106	99	0.0	4	104	0	19	8	-59
Cc1ccc(CN2CC(C(=O)O)CC2=O)cc1 (stereo not given)	-2	-4	96	100	0.0	-9	92	0	33	6	4
O=C(Nc1cccc(-c2cn3cccnc3n2)c1)Nc1ccccc1F	3	-20	99	99	-0.8	10	104	-3	22	11	-34
CCOC(=O)C(CCCCCCP(=O)(c1ccccc1)c1ccccc1)NC(C)=O (stereo not given)	.	1	96	?	.	-16	97	.	.	4	-8
CC(C)=CC(=O)Nc1ccc(Br)cc1	0	9	105	103	0.1	-10	101	13	43	7	-16
COC(=O)c1c(C)[nH]c(C)c1C(C)=O	.	-11	104	?	.	5	99	.	.	4	71*
CC(=O)COC(=O)c1cccc(N2C(=O)C3C4C=CC(C4)C3C2=O)c1 (stereo not given)	-4	.	100	97	-3.1	-8	105	-3	21	5	-14
Cn1c(=O)[nH]c(=O)c2c1nc(NCCCO)n2Cc1ccc(F)cc1	0	.	101	99	0.2	14	100	0	12	10	-22
COc1ccc(CC(=O)OCC(=O)Nc2cccc(Cl)c2)cc1	-3	1	100	103	0.3	15	103	7	16	9	3
CC(C)CCNCC1OCc2ccccc2CO1	-6	7	105	99	0.1	6	105	1	17	17	-45
COc1cccc(C(=O)COC(=O)C(C)N2C(=O)C3C4C=CC(C4)C3C2=O)c1 (stereo not given)	1	14	100	98	-0.8	12	102	5	34	16	-11
COC(=O)c1sc(NC(=O)c2cc3c(s2)CCCC3)nc1C	1	-9	98	99	-0.2	-6	101	0	58	9	5
CC(C/C=N/NC(=O)COc1cc(Cl)ccc1Cl)c1ccccc1 (stereo not given)	-1	12	97	101	-0.3	-11	100	1	9	9	-15
CCN(CC(=O)Nc1ccccc1OC)C(=O)C1CC2C=CC1C2 (stereo not given)	-3	-16	102	100	0.3	-29	102	0	16	16	-28
COc1ccc(S(=O)(=O)N2c3ccccc3OCC2C(C)(C)C)cc1 (stereo not given)	-4	7	109	109	-0.5	-17	128	0	8	21	-28
CCOC(=O)C(C(=O)OCC)N(C#N)c1nc(C)cc(C)n1	0	.	102	102	0.0	0	102	0	16	43	-21

An excerpt from above, reduced to Bim-Mcl-1 and Mcl1 Bid PPI:
Compound	Bim-Mcl-1	Mcl1 Bid PPI
COc1cccc(C(=O)COC(=O)C(C)N2C(=O)C3C4C=CC(C4)C3C2=O)c1 (stereo not given)	1	-11
COc1ccc(S(=O)(=O)N2c3ccccc3OCC2C(C)(C)C)cc1 (stereo not given)	-4	-28
Cc1ccc(N(CC(=O)NC2CCCCCC2)S(=O)(=O)c2c(C)nn(C)c2C)cc1	-1	-38
CCN(CC)CCCN1C(=O)C(O)=C(C(=O)c2ccco2)C1c1ccc(OC(C)C)cc1 (stereo not given)	-2	-59
COC(=O)c1ccc(CSc2nncn2C)cc1	-1	-80
CCC(C)Nc1nc2c(c(=O)n(C)c(=O)n2C)n1Cc1ccc(Cl)cc1 (stereo not given)	.	-49
CC(C)CCNCC1OCc2ccccc2CO1	-6	-45

(list continues)
SMILES	Bim-Mcl-1	Pf gamet viab	RGS4-Gao reg	RGS7-Gao	ABCB1 inh	Mcl1 Noxa PPI	RGS8-Gao	ABCG2 inh	GSH fluor	Avidin fluor	Mcl1 Bid PPI
CN(CC(=O)NCCc1ccc(S(N)(=O)=O)cc1)c1ccccc1	-1	.	101	101	2.6	18	104	6	18	12	-33
O=C1CCNc2c(Cl)cccc21	.	-5	98	?	.	-8	100	.	.	3	-16
COc1cc(/C=N/OCC(=O)NC2CCCCC2)ccc1OCc1ccccc1	-1	0	89	103	0.9	9	102	5	14	13	-9
C=C(C)CN(CC)C(=O)CC1C(=O)NCCN1Cc1c(F)cccc1Cl (stereo not given)	-2	-18	99	97	0.0	9	94	0	9	6	2
Cc1c(F)cccc1NS(=O)(=O)c1ccccc1C#N	-1	.	105	104	-0.5	5	99	-8	19	32	-9
CCOC(=O)CSc1nc(C)cc(=O)[nH]1	-1	-10	94	97	-0.2	20	99	0	27	12	-25
COc1ccc(C(=O)NC(=S)Nc2ccccc2N2CCOCC2)cc1[N+](=O)[O-]	-8	.	100	102	2.1	20	99	8	6	2	-43
Cc1ccc(CSc2nnc3c(n2)OC2(Nc4ccccc4-3)C(=O)Nc3ccc(F)cc32)cc1 (stereo not given)	1	21	97	105	0.2	3	108	2	14	15	-6
CC(C)(C)c1ccc(C(=O)CSc2nc3ccccc3c(=O)[nH]2)cc1	-4	-4	97	92	0.8	1	89	4	29	2	-1
CC(C)(C)CC(C)(C)NC(=S)NC1CCN(Cc2ccccc2)CC1	-3	-29	97	95	1.3	-3	101	1	20	12	92*
CCC(OC(=O)c1nsc(Cl)c1Cl)C(=O)NC(C)(C)C (stereo not given)	1	.	106	110	0.2	9	100	1	21	5	-15
C[C@@H]1NC(=O)c2cc([N+](=O)[O-])cc(I)c2OCC[C@@H](C(N)=O)NC(=O)[C@H](CCCCN)NC1=O	-4	.	94	97	-0.6	19	94	0	17	6	0
Cc1noc(C)c1S(=O)(=O)N1CCCC(C(=O)NCC2CCCO2)C1 (stereo not given)	-2	.	94	96	0.8	2	100	2	20	19	-17
Cc1cc(C)c(C(N)=O)c(Nc2cccc(Cl)c2)n1	0	10	95	90	0.7	0	98	4	16	5	-2
COc1ccc(OC)c(NC(=O)CSc2nc3ccccc3c(=O)n2CCNC(C)=O)c1	0	8	100	101	0.5	13	99	6	11	19	-6
CC(C)(C)NCc1ccccc1OCc1cccs1	5	.	101	100	0.5	4	98	1	54	5	-36
Cc1ccc(CNC(=O)[C@@H]2CCC(=O)N2Cc2ccco2)cc1	-3	.	100	97	0.3	5	99	0	11	21	-35
O=[N+]([O-])c1ccc(Cl)c(S(=O)(=O)NCC2CCCO2)c1 (stereo not given)	1	12	102	102	0.4	-9	105	4	11	12	-6

Of the compounds above, 2 have a cyano group.
SMILES	Bim-Mcl-1	Pf gamet viab	RGS4-Gao reg	RGS7-Gao	ABCB1 inh	Mcl1 Noxa PPI	RGS8-Gao	ABCG2 inh	GSH fluor	Avidin fluor	Mcl1 Bid PPI
CCOC(=O)C(C(=O)OCC)N(C#N)c1nc(C)cc(C)n1	0	.	102	102	0.0	0	102	0	16	43	-21
Cc1c(F)cccc1NS(=O)(=O)c1ccccc1C#N	-1	.	105	104	-0.5	5	99	-8	19	32	-9
